# Bioassay records (PubChem BioAssay)
# DT40 TDP1 no CPT – qHTS for Inhibitors of human tyrosyl-DNA phosphodiesterase 1 (TDP1): qHTS in cells in absence of CPT; AID 686978, 2013; Potency, µM (titrated, usually from 46.2 µM), without a hit: at the highest dose activity change, negative = growth inhibition, usual class: inhibitors; 15% of 420,000 active; DT40 Tdp1-/- hTDP1 cells, no CPT, ATP luminescence, 48 h; also: nearly all actives have a fitted effect of over 55% in size
#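 Seeded 400 DT40-hTDP1 cells/well (vehicle DMSO, no 20 nM CPT); pinned compounds; ≥48 hr at 37 °C; CellTiter-Glo luminescence as viability measure.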
# TDP1 inh – qHTS Assay for Inhibitors of Tyrosyl-DNA Phosphodiesterase (TDP1); recombinant TDP1, AlphaScreen DNA substrate cleavage; Potency, µM (doses to about 130 µM), for the others: top-dose activity change, negative = inhibition, usual class: inhibitors; 0.28% of 350,000 active; AID 485290, 2010; also: nearly all actives have a fitted effect of over 40% in size
# Target sequence (Q9NUW8 whole entry, looked up): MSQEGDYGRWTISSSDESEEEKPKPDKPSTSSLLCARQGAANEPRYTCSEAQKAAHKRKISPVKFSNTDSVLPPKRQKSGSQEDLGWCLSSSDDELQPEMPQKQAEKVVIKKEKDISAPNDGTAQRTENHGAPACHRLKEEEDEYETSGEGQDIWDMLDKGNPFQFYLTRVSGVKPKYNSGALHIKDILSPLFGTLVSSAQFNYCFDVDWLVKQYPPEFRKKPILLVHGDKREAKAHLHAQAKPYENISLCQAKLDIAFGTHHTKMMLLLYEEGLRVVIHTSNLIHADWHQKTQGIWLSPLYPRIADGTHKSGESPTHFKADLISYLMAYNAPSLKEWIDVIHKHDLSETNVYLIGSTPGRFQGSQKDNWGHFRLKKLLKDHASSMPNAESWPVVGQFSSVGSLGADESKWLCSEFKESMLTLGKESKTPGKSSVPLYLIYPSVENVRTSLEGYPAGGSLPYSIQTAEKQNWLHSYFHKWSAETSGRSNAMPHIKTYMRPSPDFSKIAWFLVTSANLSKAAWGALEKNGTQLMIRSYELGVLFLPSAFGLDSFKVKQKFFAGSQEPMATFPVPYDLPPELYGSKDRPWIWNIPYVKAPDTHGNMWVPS
#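 Steps: enzyme plus compound, 15 min RT; add biotin/phosphotyrosine-FITC oligonucleotide (15 nM final), react 5 min; add donor/acceptor beads (10 ug/ml final), 10 min; read AlphaScreen. Tdp1 at 1 nM final.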
# GCN5L2 inh – qHTS Assay for Inhibitors of GCN5L2. GCN5L2 HAT assay, ThioGlo1 CoA-SH fluorescence. Potency, µM (doses to about 58.9 µM), for inactives: at the top dose activity change, negative = inhibition, actives largely listed as inhibitors. 0.21% of 390,000 active. AID 504327, 2011
#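 GCN5L2 (20nM final) in 50mM HEPES, 0.1mM EDTA pH 7.5, 0.01% Tween-20 was preincubated 15 min at room temperature with compound, then given ThioGlo1 (50uM), H3(1-25) peptide (75uM) and acetyl-CoA (70uM); CoA-thiol fluorescence (Ex340/Em540) was read at 0 and 20 min.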
# Active calls of the source: *; ? = inconclusive; . = not tested or not shown; & = joins results of further samples; [ ] = another dose, or the depositor's remark. Calls follow the shape of the dose curve; as a rule, active = well fitted curve in the direction sought with a large enough effect; inconclusive = small, poorly fitted or top-dose-only effect, or another doubt; inactive = no such curve, though single readings can be large; an effect the other way counts as inactive or inconclusive. % is scaled to controls: 0 for no effect and ±100 for the full control effect; potency is read from the fitted curve at half-maximal effect. Not all compounds are listed (hit frequency here may not be typical).
SMILES,DT40 TDP1 no CPT,TDP1 inh,GCN5L2 inh
COc1cc(C(=O)OC(C)C(=O)N2CCc3ccccc3C2)ccc1OCC(=O)N1CCOCC1 (centres undefined),-7%,5%,-1%
CC(C)OCCCNC(=O)c1ccc(CS(=O)(=O)Cc2ccccc2F)o1,-6%,-7%,-5%
O=C(CSc1cn[nH]n1)Nc1cccc(C(F)(F)F)c1,-4%,-20%,-5%
O=S(=O)(c1ccc2nc(Cc3ccccc3)[nH]c2c1)N1CCOCC1,?,5%,-8%
O=C(COC(=O)/C=C/c1ccccc1Cl)NC(=O)NCc1ccccc1,-29%,-2%[56.1 µM],1%
O=C(NCc1ccccc1)c1ccc(COCC(F)(F)F)o1,3%,6%,-2%
CCOc1ccccc1CN(CCc1ccc2c(c1)OCO2)Cc1ccccn1,16µM*,3%,-4%
Cc1cccc(Oc2ncnc(N)c2[N+](=O)[O-])c1,-23%,-2%,-9%
Cc1cc(Cl)cc(Cl)c1OCCCCN(C)C,18µM*,-8%,0%
CC(=O)Nc1ccc(-c2csc(NCc3ccco3)n2)cc1,-25%,5%,0%
CCOC(=O)c1ccc(NC(=O)C2CC(=O)N=C(N)S2)cc1 (centres undefined),3%,4%,-6%
CC(C(=O)N1CCN(c2ccc(Cl)cc2)CC1)c1ncc(C(F)(F)F)cc1Cl (centres undefined),23µM*,4%,-13%
Cc1ccc(N2C(=O)CC(Nc3cccc4ccccc34)C2=O)cc1 (centres undefined),-2%,.,-6%
CC(=O)Nc1ccc(-c2nnc(SCC(=O)c3ccc4c(c3)Cc3ccccc3-4)n2C)cc1,12µM*,5%,-4%
COc1cc(C(=O)NC(C)c2ccc3ccccc3c2)cc(Cl)c1O (centres undefined),-11%,4%,-6%
COc1ccc(NC(=O)NCc2ccco2)c(OC)c1,?,3%,-16%
CN(CCCNC(=O)CCC(=O)N1CCOc2ccccc21)Cc1ccccc1,3%,.,5%
CCOc1cc2[nH]c(=O)n(CCCCC(=O)N3CCN(c4ccccc4OC)CC3)c(=O)c2cc1OCC,9.2µM*,0%,-6%
CC1CCCCN1CCNC(=O)C1CCCN(c2ncnc3c2nc2n3CCCCC2)C1 (centres undefined),-27%,1%,-3%
Cc1cccc(NC(=O)c2ccc(Cl)c(S(=O)(=O)N3CCc4ccccc43)c2)n1,?,2%,-9%
Cc1oc(-c2ccc(Cl)cc2)nc1CS(=O)CC(=O)NCCCN(C)C1CCCCC1 (centres undefined),-23%,5%,.
Fc1ccc(C2=CC(c3cccs3)n3nnnc3N2)cc1 (centres undefined),-15%,3%,-5%
O=C(c1ccc(S(=O)(=O)Nc2ccc(F)cc2)cc1)N1CCN(c2ccccn2)CC1,18µM*,2%,-8%
COc1ccc(C(=O)C[n+]2cccc(Br)c2)cc1,-15%&-4%,2%,-4%
CCCSc1nnc(NC(=O)Nc2ccc(C)cc2)s1,?,7%,2%
# (more compounds)
SMILES,DT40 TDP1 no CPT,TDP1 inh,GCN5L2 inh
Cc1cc(C)c(C#N)c(SCc2ccccc2C)n1,?,0%,-6%
Cn1c(=O)cc(SCC(=O)Nc2cccc(C#N)c2)c2ccc(Cl)cc21,-22%,5%,-3%
O=C1CC2(CCN(C(=O)c3c(F)cccc3F)CC2)Oc2ccccc21,-23%,1%,-7%
CCCCc1nn2c(=O)cc(COC(=O)c3ccc(NC(=O)c4cccs4)cc3)nc2s1,-19%,4%,-4%
COc1ccc(-c2csc(NC(=O)c3ccccc3F)c2C(=O)O)cc1,?,.,-16%
Cc1nn(C)c(C)c1/C=N/O,-17%,5%,-3%
CN(C)C(=O)CCc1nc(-c2ccc(C(C)(C)C)cc2)no1,21µM*,0%,11%
COC(=O)c1sc(OC)cc1OCc1ccc(C)cc1,-15%,6%,0%
C/C(CC(=O)Nc1ccc(N(C)C)cc1)=N\NC(=O)c1ccccn1,15µM*,9%,-1%
COc1cc([N+](=O)[O-])ccc1NC(=O)NCCCN1CCCC1=O,9%,5%[56.1 µM],-3%
Cc1ccc(NC(=O)c2ncn(CC(=O)NCc3ccc4c(c3)OCO4)n2)cc1C,-10%,0%[56.1 µM],-3%
CC1Nc2nc(NC(=O)C(C)(C)C)[nH]c(=O)c2N(C)C1C (centres undefined),-14%,-3%,-8%
O=C(NCC(=O)N1CCN(S(=O)(=O)c2cccs2)CC1)c1ccc(Cl)cc1,-7%,3%,10%
Cc1cccc(C(=O)N/C(=C\c2ccco2)C(=O)N2CCCCCC2)c1,?,-4%,-1%
N#Cc1cc2c(=O)n3ccccc3nc2n(CCCN2CCOCC2)c1=O,-2%,5%,-14%
Cc1ccc(Nc2c(-c3cccc(Cl)c3)nc3cccc(C)n23)cc1,16µM*,2%[12.3 µM],-17%
C(=N\Nc1nc2ccccc2s1)/c1ccc2c(c1)OCO2,?,-3%,29%
CN(C)CCCOC(=O)c1ccc(Cl)cc1Cl,-8%,-1%,.
Cc1cc(N2CCCCC2)ccc1[N+](=O)[O-],?,-2%,-4%
O=C(c1ccccc1)n1ccc(-c2cnc(-c3ccccc3)s2)n1,?,1%,-9%
COc1ccc2c(C)cc(=O)[nH]c2c1,?,9%,-10%
COCCn1c(=O)c(-c2cccc(F)c2)nc2cncnc21,3%,.,-14%
Cc1ccnc(NS(=O)(=O)c2cccs2)c1,-1%,2%,1%
COc1ccc(C)cc1NC(=O)CNc1ccccc1CN(C)C1CCCCC1,?,1%,-4%
COc1ccc(Br)cc1CN(C)C(=O)Cc1ccc(S(=O)(=O)N2CCOCC2)s1,21µM*,10%,0%

# An excerpt from above in order of SMILES length, high to low:
SMILES,DT40 TDP1 no CPT,TDP1 inh,GCN5L2 inh
CCCCc1nn2c(=O)cc(COC(=O)c3ccc(NC(=O)c4cccs4)cc3)nc2s1,-19%,4%,-4%
COc1ccc(Br)cc1CN(C)C(=O)Cc1ccc(S(=O)(=O)N2CCOCC2)s1,21µM*,10%,0%
O=C(NCC(=O)N1CCN(S(=O)(=O)c2cccs2)CC1)c1ccc(Cl)cc1,-7%,3%,10%
Cn1c(=O)cc(SCC(=O)Nc2cccc(C#N)c2)c2ccc(Cl)cc21,-22%,5%,-3%
Cc1cccc(C(=O)N/C(=C\c2ccco2)C(=O)N2CCCCCC2)c1,?,-4%,-1%
O=C1CC2(CCN(C(=O)c3c(F)cccc3F)CC2)Oc2ccccc21,-23%,1%,-7%
COc1cc([N+](=O)[O-])ccc1NC(=O)NCCCN1CCCC1=O,9%,5%[56.1 µM],-3%
N#Cc1cc2c(=O)n3ccccc3nc2n(CCCN2CCOCC2)c1=O,-2%,5%,-14%
O=C(c1ccccc1)n1ccc(-c2cnc(-c3ccccc3)s2)n1,?,1%,-9%
CN(C)C(=O)CCc1nc(-c2ccc(C(C)(C)C)cc2)no1,21µM*,0%,11%
COCCn1c(=O)c(-c2cccc(F)c2)nc2cncnc21,3%,.,-14%
Cc1cc(N2CCCCC2)ccc1[N+](=O)[O-],?,-2%,-4%
Cc1cc(C)c(C#N)c(SCc2ccccc2C)n1,?,0%,-6%
Cc1ccnc(NS(=O)(=O)c2cccs2)c1,-1%,2%,1%
Cc1nn(C)c(C)c1/C=N/O,-17%,5%,-3%

# Further compounds
SMILES,DT40 TDP1 no CPT,TDP1 inh,GCN5L2 inh
O=C(Cc1ccccc1)n1nc(-c2ccccc2)nc1NCc1ccco1,-20%,2%,-6%
O=C(c1ccc([N+](=O)[O-])cc1)N1CCc2ccccc2C1,-14%,0%,-3%
Cc1ccc(NC(=O)C2CCN(C(=O)c3ccccc3C)CC2)nc1,5%,-4%,2%
OCC1OC(Oc2c[nH]c3ccccc23)C(O)C(O)C1O (centres undefined),-19%,.,4%
Nc1nc2c(ncn2[C@@H]2O[C@H](CO)[C@@H](O)[C@H]2O)c(=O)[nH]1,4%,-6%[56.1 µM],-3%
Cc1c(C(=O)Nc2cccc([N+](=O)[O-])c2)csc1-c1ccccc1,?,4%,-19%
Cc1ccc(S(=O)(=O)NC2=NCN(CCN3CCOCC3)CN2)cc1,-6%,1%,-1%
Cc1cc(C)nc(-n2ncc3c2CC(c2ccccc2)CC3=O)n1 (centres undefined),?,2%,-1%
Cc1ccc(N2C(=O)N(Cc3cccc(Cl)c3)c3ccccc3S2(=O)=O)cc1,?,5%,-15%
Cc1cccc2cc(CN(CCc3ccccc3)C(=O)N3CCOCC3)c3nnnn3c12,-29%,0%,1%
CCC1(c2ccccc2)NC(=O)N(CC(=O)Nc2ccccc2C(=O)NC2CCCC2)C1=O (centres undefined),?,.,-30%
CCOc1ccc(NC(=S)NN2CCN(C)CC2)cc1,2%,5%,-2%
O=C(Nc1ccsc1C(=O)NC1CCCCC1)c1ccc(F)cc1,-24%,1%,-6%
COc1cccc(NC(=O)C2C3C=CC4(O3)C2C(=O)N(C2CC2)C4C(=O)NC2CCCCC2C)c1 (centres undefined),-8%,2%,-9%
CCOc1ccc(-c2csc(NC(=O)CSCC(=O)O)n2)c2ccccc12,-17%,3%,-12%
COc1cccc(-c2nnc(-c3ccc(C)o3)o2)c1,-11%,-2%,-11%
COc1ccc(CCN2C(=S)N(c3ccccc3)C(=O)C2CC(=O)O)cc1OC (centres undefined),-24%,.,-14%
Cc1cccc(NC(=O)c2ccc([N+](=O)[O-])s2)n1,5.8µM*,5%,-6%
O=C(Cc1ccc(S(=O)(=O)N2CCOCC2)s1)OCc1ccc(Cl)cc1,5%,-1%,-2%
CC(CN1C(C)CCCC1C)OC(=O)c1ccccc1Cl (centres undefined),2%,5%,3%
Cc1ccccc1-c1nnc(SCC#N)o1,14%,-3%,-4%
Cc1ccc(C(=O)Oc2ccc3c(c2)ncn3C)cc1,0%,7%,2%
CC(C)c1nnc(NC(=O)CS(=O)(=O)c2ccccc2)s1,-7%,3%,-3%
CCOC(=O)c1c(C)[nH]c(C)c1C(=O)COC(=O)c1cc2ccccc2cc1O,16µM*,11%,-20%
Cc1cccc(N2CCN(C(=O)C3CCN(S(=O)(=O)c4c(C)noc4C)CC3)CC2C)c1 (centres undefined),9.2µM*,7%&-5%,-2%&-7%
# (continued)
SMILES,DT40 TDP1 no CPT,TDP1 inh,GCN5L2 inh
CCOC(=O)c1oc2ccccc2c1NC(=O)c1ccco1,?,2%,-31%
COc1ccc(CNc2nc(-c3ccco3)nn2S(=O)(=O)c2ccc3ccccc3c2)cc1OC,?,5%,-12%
CC(=O)c1ccccc1C(=O)N1CCCC(CCC(=O)N2CCN(c3ccccn3)CC2)C1 (centres undefined),-28%,3%,?
COc1ccccc1N1CCN(C(=O)CN2C(=O)COc3ccc(S(=O)(=O)N4CCOCC4)cc32)CC1,.,6%,-1%
CC(NC(=O)/C=C/c1ccco1)c1nc2ccccc2n1Cc1cccc(Cl)c1 (centres undefined),?,3%,-2%
Cc1ccc(OCC(=O)Nc2ccc(F)cc2)c([N+](=O)[O-])n1,-4%,0%,-18%
CC(C)(C)OC(=O)C[C@@H]1C/C=C\C[C@@H](CC(=O)NCCO)C(=O)NC[C@H](c2ccccc2)OC1=O,?,0%,-3%
COC(=O)c1cc(S(=O)(=O)N2CCCCCC2)cn1C,-13%,1%,-6%
CC/C(=N\Nc1ccccc1[N+](=O)[O-])c1ccc(O)cc1,-10%,12%,-11%
CC(=O)O[C@H]1CC(C)(C)C(=C=C/C(C)=C/C=C/C(C)=C/C=C/C=C(C)/C=C/C=C(\C)C(=O)C[C@@]23O[C@]2(C)C[C@@H](O)CC3(C)C)[C@](C)(O)C1,?,1%,2%
O=C1C(C2=NC(c3ccccn3)C3C(=O)N(c4ccccc4)C(=O)C23)=C(O)c2ccccc21 (centres undefined),-17%,-3%,-11%
CCn1cc(/C=N\NC(=O)c2csc3ccccc23)c(C)n1,-11%,9%,2%
NC(=O)CSc1nccn1Cc1ccc(Cl)cc1,-1%,-5%,3%
COC(=O)Cn1nc(-c2ccc(C)cc2)c2ccccc2c1=O,?,1%,-3%
COc1cc(OC)cc(-c2nc3ccccc3c(=O)o2)c1,-24%,8%[56.1 µM],-7%
O=C(COC(=O)c1ccc(Br)o1)NCCc1ccccc1,1%,2%,3%
Nc1cc(-c2ccc(Br)cc2)nn1S(=O)(=O)c1ccccc1,-7%,0%,-3%
